# MITF primary – blocks human microphthalmia-associated transcription factor; O75030; AlphaScreen MITF homodimerization, bead proximity signal; inhibition, % at 2.6 µM; actives 0.91% (n = 650,000); in the data active = inhibition above about 50%;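 also: 0% = vehicle wells with protein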
# Target sequence (O75030 whole entry, looked up): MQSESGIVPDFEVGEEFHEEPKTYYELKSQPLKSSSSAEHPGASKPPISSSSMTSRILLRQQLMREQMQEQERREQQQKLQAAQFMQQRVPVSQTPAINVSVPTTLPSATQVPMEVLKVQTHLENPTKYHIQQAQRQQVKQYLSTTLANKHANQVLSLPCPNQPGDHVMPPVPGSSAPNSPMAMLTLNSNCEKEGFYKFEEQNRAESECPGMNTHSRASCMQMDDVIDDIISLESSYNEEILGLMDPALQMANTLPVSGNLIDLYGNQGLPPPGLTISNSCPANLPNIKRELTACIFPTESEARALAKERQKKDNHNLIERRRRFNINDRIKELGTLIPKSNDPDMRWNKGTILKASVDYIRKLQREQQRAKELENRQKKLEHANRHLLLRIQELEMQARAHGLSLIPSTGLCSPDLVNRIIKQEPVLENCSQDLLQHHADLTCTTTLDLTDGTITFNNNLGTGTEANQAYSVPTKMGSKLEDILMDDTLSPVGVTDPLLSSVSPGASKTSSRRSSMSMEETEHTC
# TEAD-YAP block – TEAD-YAP interaction inhibition. inhibition, % at 9.12 µM. actives 1.4% (n = 640,000). HEK-TIYL cells, TEAD-Gal4/YAP UAS-luciferase luminescence; in the data active = inhibition above about 32%;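 also: 0% = median of test compound wells and 100% = reference inhibitor wells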
# FBW7 act – activators of human E3 ligase FBW7; AlphaScreen FBW7–phospho-cyclin E peptide binding, activator screen; normalized activity (activation), % at 26.1 µM; actives 0.13% (n = 650,000); in the data active = normalized activity above about 1.9%;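 also: purified mutant Fbw7 with reduced substrate affinity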
# GPR151 ag – activators of human GPR151 | actives 1% (n = 650,000) | activation, % at 11.2 µM | AID 1508602 | PathHunter beta-arrestin GPR151 cells, luminescence | Q8TDV0; in the data active = activation above about 4.9%;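 also: 0% = median of compound wells and 100% = cells with positive control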
# Target sequence (Q8TDV0 whole entry, looked up): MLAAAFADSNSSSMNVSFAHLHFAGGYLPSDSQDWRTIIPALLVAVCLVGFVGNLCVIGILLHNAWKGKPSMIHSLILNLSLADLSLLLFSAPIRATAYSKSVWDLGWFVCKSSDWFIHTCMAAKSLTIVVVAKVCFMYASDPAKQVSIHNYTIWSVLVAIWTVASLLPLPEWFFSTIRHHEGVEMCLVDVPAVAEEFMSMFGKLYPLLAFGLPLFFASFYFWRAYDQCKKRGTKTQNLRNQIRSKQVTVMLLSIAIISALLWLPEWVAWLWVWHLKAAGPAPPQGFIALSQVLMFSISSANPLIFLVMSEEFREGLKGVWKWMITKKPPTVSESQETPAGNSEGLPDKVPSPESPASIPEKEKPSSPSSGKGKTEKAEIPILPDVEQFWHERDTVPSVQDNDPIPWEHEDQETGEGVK
# The depositor's hits bear a star.
# Letters – A = MITF primary; B = TEAD-YAP block; C = FBW7 act; D = GPR151 ag
Cn1ccsc1=NC(=O)CC12CC3CC(CC(Br)(C3)C1)C2
  A = -2	B = -5	C = -0.1	D = -0.2

CC(=O)NNC(=S)NC(=O)c1ccccc1[N+](=O)[O-]
  A = -5	B = 2	C = -0.7	D = 0.2

CCCNC(=S)N1CCC(C(=O)c2ccc3c(c2)OCCO3)CC1
  A = 3	B = 18	C = -0.2	D = 1.0

CCOc1ccc(CNC(=O)C2CC3CCCN3C23C(=O)Nc2ccccc23)cc1 (centres undefined)
  A = 14	B = 0	C = -0.1	D = -2.0

COc1cccc(C2=N/C(=C\c3ccc(OC(C)=O)c(OC)c3)C(=O)O2)c1
  A = -2	B = -6	C = -0.1	D = 0.8

Cc1nc(NCc2cccc(F)c2)sc1-c1ccn(C)n1
  A = 12	B = -28	C = 0.5	D = 1.4

CCOC(=O)c1nc(Nc2c(C)cc(Br)cc2C)c2ccccc2n1
  A = 10	B = -5	C = 0.1	D = -0.3

Clc1ccccc1CSc1nc2ccccc2c2nc(CCc3c[nH]c4ccccc34)nn12
  A = 4	B = -8	C = -0.1	D = -0.7

O=C(Nc1ccc(Cl)cc1)Nc1ccc(S(=O)(=O)N2CCCC2)cc1
  A = -3	B = 8	C = 0.5	D = 0.8

Cc1c(NC(=O)Nc2cc(F)ccc2F)c(=O)n(-c2ccccc2)n1C
  A = 0	B = -2	C = -0.1	D = -0.7

COc1ccccc1N1CCN(C(=O)c2c(C)oc(C)c2S(=O)(=O)N2CCCC2)CC1
  A = 1	B = 5	C = -0.1	D = 1.3

CCCS(=O)(=O)Nc1c(NCC)c2ccccc2oc1=O
  A = -7	B = -1	C = -0.2	D = 0.8

CCOc1ccc(S(=O)(=O)Nc2nc3ccc(OC)cc3s2)cc1
  A = -3	B = 5	C = -0.1	D = -0.8

Cc1cc(OCC(=O)N(C)C2CCCCC2)ccc1Cl
  A = -4	B = -23	C = -0.1	D = 1.4

CCCC(C)C(=O)NCc1ccc(C)cc1 (centres undefined)
  A = -3	B = -3	C = 0.6	D = 0.9

# One compound at a time, from the list above. Order of screens: MITF primary	TEAD-YAP block	FBW7 act	GPR151 ag
# Clc1ccccc1CSc1nc2ccccc2c2nc(CCc3c[nH]c4ccccc34)nn12 as listed: 4	-8	-0.1	-0.7
# CCCNC(=S)N1CCC(C(=O)c2ccc3c(c2)OCCO3)CC1 as listed: 3	18	-0.2	1.0
# CCOc1ccc(S(=O)(=O)Nc2nc3ccc(OC)cc3s2)cc1 as listed: -3	5	-0.1	-0.8
# CCOc1ccc(CNC(=O)C2CC3CCCN3C23C(=O)Nc2ccccc23)cc1 (centres undefined) as listed: 14	0	-0.1	-2.0
# Cc1cc(OCC(=O)N(C)C2CCCCC2)ccc1Cl as listed: -4	-23	-0.1	1.4

# Next section
# Letters – A = MITF primary; B = TEAD-YAP block; C = FBW7 act; D = GPR151 ag
Cc1nc(N2CCCC2)nc2c1CCC2
  A = 0	B = -1	C = 0.0	D = 0.9

COCCN(C(=O)c1ccco1)C1CCN(C)CC1
  A = 4	B = 0	C = 0.0	D = -0.5

O=C(NCc1ccccc1)c1cc2ccc(O)cc2oc1=O
  A = 19	B = -18	C = 0.6	D = -10

CCOc1ccc(NC(=O)C2=C(C)NC(=S)NC2c2ccc(O)c(OC)c2)cc1 (centres undefined)
  A = 21	B = 8	C = 0.9	D = 0.8

CCOC(=O)CCC(=O)NCC1CCC(c2nc3ccccc3[nH]2)CC1 (centres undefined)
  A = 1	B = 13	C = -0.1	D = 1.3

COC(=O)c1ccc(/C=C(\C#N)C(=O)Nc2ccc(F)cc2)cc1
  A = 13	B = -1	C = 0.1	D = -1.6

CCC(C)NC(=O)CSc1nc2ccsc2c(=O)n1C1CCCCC1 (centres undefined)
  A = 1	B = 3	C = 0.1	D = -0.2

CCOC(=O)C1=C(C)N(c2ccc(OC)cc2)C(C)=C(C(=O)OCC)C1c1cccc([N+](=O)[O-])c1
  A = 3	B = 9	C = 0.0	D = 0.9

Cc1ccc(C(=O)Oc2coc(CSc3nc(C)cc(C)n3)cc2=O)cc1
  A = 55*	B = -1	C = 0.1	D = -2.5

CCC(C)NC(=O)Cn1cnc([N+](=O)[O-])c1 (centres undefined)
  A = 0	B = -10	C = -0.2	D = 0.2

Cn1c(=O)c(=O)n(C)c2cc(S(=O)(=O)Nc3cccc(F)c3)ccc21
  A = 13	B = 4	C = 0.0	D = -0.5

O=C(C1c2ccccc2Oc2ccccc21)N1CCN(c2ccc(-c3ccncc3)nn2)CC1
  A = 12	B = -8	C = 0.6	D = -1.9

O=C(/C=C/c1ccc(Cl)cc1)Nn1c(-c2cccs2)nc2ccccc2c1=O
  A = -7	B = 9	C = -0.1	D = 1.4

O=C(OCc1ccccc1)N1CCOCCOCCNCCOCCOCC1
  A = 2	B = -6	C = -0.1	D = -0.8

Cc1ccccc1C(=O)N1CCC(C(N)=O)CC1
  A = -10	B = -1	C = -0.1	D = -0.5

# Further entries follow.
# Letters – A = MITF primary; B = TEAD-YAP block; C = FBW7 act; D = GPR151 ag
COc1cccc(NC(=O)C2C(C(=O)O)C3C=CC2C32CC2)c1 (centres undefined)
  A = -4	B = -1	C = 0.1	D = 1.8

N#CCCn1c(CC(N)=O)nc2ccccc21
  A = 13	B = 3	C = 0.1	D = 0.1

CC(C)(CO)NC(=O)C1(c2ccccc2)CCOCC1
  A = 7	B = -11	C = 0.2	D = -0.8

CCNc1cc(C(=O)NCCCN2CCCC2=O)c2ccccc2n1
  A = 5	B = 2	C = 0.2	D = -0.4

Clc1ccc(Cn2nnc3c(SCc4cccnc4)ncnc32)cc1
  A = 4	B = -13	C = 0.0	D = -1.4

COc1cccc(N2CC(=O)Nc3c(sc4nc(C)cc(C)c34)C2=O)c1
  A = -6	B = -5	C = 0.0	D = 2.6

CN1CCCc2c1nc1ccc(Cl)cc1c2N
  A = -1	B = -7	C = -0.2	D = -3.3

CCOc1ccc2c(c1)C(=C1SC(C(=O)OC)=C(C(=O)OC)S1)C(=S)C(C)(C)N2
  A = 27	B = -1	C = -0.9	D = -0.8

CCOC(=O)C1CCN(Cc2ccc(O)c(OCC)c2)CC1
  A = 35	B = 1	C = 0.1	D = -1.0

CCOCCCNC(=O)c1csc2c1CCCCC2
  A = -3	B = -38	C = -0.1	D = 0.0

COc1ccccc1CNC(=O)c1c(Cl)cccc1Cl
  A = 11	B = -12	C = -0.1	D = 0.9

COc1ccc(S(=O)(=O)N/N=C/c2ccc[nH]2)cc1
  A = 21	B = 6	C = 0.7	D = -1.2

O=C1CSC(c2ccccc2C(F)(F)F)N1c1cc(Cl)cc(Cl)c1 (centres undefined)
  A = -3	B = -6	C = -0.1	D = -0.1

O=C1CC[C@@H](CN(Cc2ccccn2)Cc2nc(-c3ccc4c(c3)OCO4)no2)N1
  A = 0	B = -4	C = -0.2	D = -0.5

CCOC(=O)c1cc(NC(=O)CSc2nnc(C)s2)ccc1Cl
  A = 7	B = 8	C = 0.0	D = -0.2

# The list continues:
# Letters – A = MITF primary; B = TEAD-YAP block; C = FBW7 act; D = GPR151 ag
CCN1CCN(c2nn3c(=O)c4ccccc4nc3c3ccccc23)CC1
  A = -4	B = -2	C = 0.0	D = 2.0

CSC(=O)NC12CC3CC(C1)CC(C(=O)O)(C3)C2
  A = -5	B = -24	C = 0.2	D = 1.2

O=S(=O)(O)CCc1cccc[n+]1CC(O)CO (centres undefined)
  A = 4	B = 4	C = 0.1	D = -0.4

CCCCS(=O)(=O)CC(O)CSc1nc(-c2ccc(OC)cc2)cc(-c2ccccc2)c1C#N (centres undefined)
  A = 2	B = 4	C = 0.0	D = -0.4

C=CCn1c(SCC(=O)Nc2ccccc2C(F)(F)F)nnc1-c1cccnc1
  A = -4	B = 3	C = 0.0	D = -0.8

O=S(=O)(c1ccc(F)cc1)N1CCN(CCO)CC1
  A = -4	B = 5	C = 0.0	D = 0.2

CCOC(=O)/C(=C/c1cccc([N+](=O)[O-])c1)C(C)=O
  A = 12	B = -2	C = 0.0	D = 3.1

Cc1cccc2sc(NC(=O)c3sc4ncnc(N5CCOCC5)c4c3C)nc12
  A = 6	B = -7	C = -0.1	D = -0.7

CCCNC(=O)c1c(NC(=O)c2ccccc2F)sc2c1CCCCC2
  A = -6	B = 3	C = -0.1	D = -0.7

COc1cc(Nc2nc(Nc3ccc(N4CCOCC4)cc3)nc3c2ncn3CCN2CCCC2=O)cc(OC)c1OC
  A = 23	B = 2	C = 0.0	D = -0.2

O=C(CCNC(=O)c1ccc([N+](=O)[O-])cc1)NNC(=O)c1ccccc1F
  A = 4	B = 5	C = 0.1	D = 3.4

O=C(NCc1ccccc1F)C(=O)NCC1CCCN1S(=O)(=O)c1cccs1 (centres undefined)
  A = 4	B = -3	C = 0.0	D = 2.0

O=C1CC(N(CCc2ccccc2)C(=O)c2cccc(F)c2)C(=O)N1c1ccc(F)cc1 (centres undefined)
  A = 0	B = -2	C = -0.1	D = -0.6

COc1cc(C)c(CN2CCC(n3nccc3NC(=O)C3CC3)CC2)cc1C
  A = -7	B = -8	C = 0.0	D = -0.1

COc1ccc(OC)c(C(O)P(=O)(OCC(C)C)OCC(C)C)c1 (centres undefined)
  A = -4	B = 2	C = 0.8	D = -0.9

# (list continues)
# Letters – A = MITF primary; B = TEAD-YAP block; C = FBW7 act; D = GPR151 ag
Cn1c(SCC(=O)Nc2ccc(NC(=O)C3CC3)cc2)nnc1-c1ccncc1
  A = -5	B = -7	C = 0.0	D = -1.3

C#CCN1C(=O)C(O)(CC(=O)c2ccc([N+](=O)[O-])cc2)c2cc(Br)ccc21 (centres undefined)
  A = 23	B = 19	C = -0.1	D = -0.6

Cc1cc(C)c(S(=O)(=O)NCc2csc(C)n2)c(C)c1
  A = 7	B = 4	C = 0.1	D = -0.4

CCOc1ccc(C2NC(C(=O)O)CS2)cc1 (centres undefined)
  A = 1	B = -6	C = -0.1	D = -0.9

Cc1ccc(NC(=O)Cn2c(=O)/c(=C\c3cccc([N+](=O)[O-])c3)s/c2=C\C#N)cc1
  A = -7	B = -1	C = 0.0	D = -0.6

N#Cc1c(-c2ccccc2)nc(SCC(=O)Nc2ccccc2[N+](=O)[O-])[nH]c1=O
  A = 9	B = 23	C = -0.1	D = 0.0

Cc1nn(C(N)=S)c2c1CC(COCCC(C)C)O2 (centres undefined)
  A = -5	B = -3	C = -0.1	D = -1.2

Cc1ccc(N2CC(C(=O)Nc3ccc(Br)cc3)CC2=O)cc1Cl (centres undefined)
  A = 12	B = -4	C = 0.0	D = 0.9

Cc1ccc(S(=O)(=O)N2CCN(C(=O)CSc3nc(C)cc(=O)[nH]3)C2)cc1
  A = 2	B = 0	C = 0.0	D = 0.6

COc1ccc(CN2C(=O)CC(C(=O)Nc3ccc(C(=O)O)cc3)SC2=Nc2ccc(Cl)cc2)cc1 (centres undefined)
  A = -15	B = 1	C = 0.0	D = 0.5

COc1ccccc1/C=C/C1=NC(=C\c2ccc(Br)cc2)/C(=O)O1
  A = 4	B = 8	C = 0.0	D = 0.9

Cc1ccc(Nc2ccc3noc4c3c2C(=O)c2ccccc2-4)cc1
  A = 17	B = 1	C = 0.2	D = 1.2

O=C(Nc1ccc(Br)cn1)c1cccc(I)c1
  A = 5	B = -50	C = -0.2	D = -0.8

Cc1cc(C)nc(N2CCC(N(Cc3ccco3)C(=O)c3ccc4c(c3)OCO4)CC2)n1
  A = 16	B = -10	C = -0.1	D = 0.9

COc1cc(/C=C2\C(=O)N(c3ccccc3)N=C2C)ccc1OCc1ccc(F)cc1
  A = 24	B = -1	C = -0.5	D = -0.8

# Five entries from above, arranged by molar mass, highest first.
# Letters – A = MITF primary; B = TEAD-YAP block; C = FBW7 act; D = GPR151 ag
CCCCS(=O)(=O)CC(O)CSc1nc(-c2ccc(OC)cc2)cc(-c2ccccc2)c1C#N (centres undefined)
  A = 2	B = 4	C = 0.0	D = -0.4

Cc1ccc(S(=O)(=O)N2CCN(C(=O)CSc3nc(C)cc(=O)[nH]3)C2)cc1
  A = 2	B = 0	C = 0.0	D = 0.6

Clc1ccc(Cn2nnc3c(SCc4cccnc4)ncnc32)cc1
  A = 4	B = -13	C = 0.0	D = -1.4

Cn1c(=O)c(=O)n(C)c2cc(S(=O)(=O)Nc3cccc(F)c3)ccc21
  A = 13	B = 4	C = 0.0	D = -0.5

CCCS(=O)(=O)Nc1c(NCC)c2ccccc2oc1=O
  A = -7	B = -1	C = -0.2	D = 0.8

# Remaining list, next part.
# Letters – A = MITF primary; B = TEAD-YAP block; C = FBW7 act; D = GPR151 ag
CC(NC(=O)COc1ccc(S(=O)(=O)NC(C)c2ccccc2)cc1)c1ccccc1 (centres undefined)
  A = 8	B = 15	C = 0.2	D = -0.9

Cc1c(N=Cc2c(O)ccc3cc(Br)ccc23)c(=O)n(-c2ccccc2)n1C
  A = 3	B = 1	C = 0.0	D = -0.5

O=C(CCn1nnc2ccccc21)N/N=C/c1ccncc1
  A = -10	B = -10	C = -0.1	D = 4.3

O=C(O)CCNS(=O)(=O)c1ccc(Oc2ccccc2Cl)cc1
  A = 0	B = 5	C = 0.0	D = -1.1

COc1ccc(C(CC(=O)NCc2ccc(C)cc2)N2Cc3ccccc3C2=O)cc1OC (centres undefined)
  A = 4	B = 6	C = -0.1	D = 3.2

# Of the compounds above, two have a CF3 group.
# Letters – A = MITF primary; B = TEAD-YAP block; C = FBW7 act; D = GPR151 ag
O=C1CSC(c2ccccc2C(F)(F)F)N1c1cc(Cl)cc(Cl)c1 (centres undefined)
  A = -3	B = -6	C = -0.1	D = -0.1

C=CCn1c(SCC(=O)Nc2ccccc2C(F)(F)F)nnc1-c1cccnc1
  A = -4	B = 3	C = 0.0	D = -0.8

# From PubChem BioAssay
